# Source: PubChem BioAssay
# GLP1R ag = activates the human GLP-1 receptor; P43220; HEK293 GLP-1R CRE-luciferase, luminescence, 4-6 h; cells express a hypersensitive GLP-1R form; Potency, µM (series often up to 45.6 µM), for the others: at the highest dose activation, actives largely listed as activators; 0.007% of 380,000 active; note: potency is the fitted concentration of half-maximal effect; % of control where 0% means no effect
# Target sequence (P43220 whole entry, looked up): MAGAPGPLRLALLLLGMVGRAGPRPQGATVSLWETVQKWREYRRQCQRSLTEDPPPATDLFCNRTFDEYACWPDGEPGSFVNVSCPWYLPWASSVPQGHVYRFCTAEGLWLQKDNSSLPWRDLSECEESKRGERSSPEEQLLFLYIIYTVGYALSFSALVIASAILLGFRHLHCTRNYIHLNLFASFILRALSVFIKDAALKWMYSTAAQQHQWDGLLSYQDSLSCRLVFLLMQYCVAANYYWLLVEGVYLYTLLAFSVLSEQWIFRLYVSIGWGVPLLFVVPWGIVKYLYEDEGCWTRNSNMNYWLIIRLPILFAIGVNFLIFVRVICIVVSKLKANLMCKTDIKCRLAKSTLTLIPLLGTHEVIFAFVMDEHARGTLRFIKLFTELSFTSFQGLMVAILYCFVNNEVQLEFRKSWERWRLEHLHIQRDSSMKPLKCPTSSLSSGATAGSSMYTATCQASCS
# DRD3 antagonist = blocks the human D3 dopamine receptor; P35462; D3R cells, DiscoveRx beta-arrestin luminescence, antagonist mode; active compounds read low; max response, negative = inhibition, %; 2.5% of 360,000 active; AID 652054; in the data active = max response below about -50%; inconclusive = no clear call, values can overlap the other calls; note: % is set by controls: 0 for no effect and ±100 for the full control effect; mostly tested at two doses, the higher about 12 µM
#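 Cells expressing the human receptor were seeded at 1500 cells/well, incubated overnight at 37 degrees C in 5% CO2, then exposed to library compounds with dopamine controls for 90 minutes at 37 degrees C before luminescent detection.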
# WRN inhibitor = inhibitors of human WRN helicase. Q14191. WRN helicase unwinding, fluorescent forked duplex, kinetic. Potency, µM (highest dose often 114 µM), for the others: top-dose activity change, negative = inhibition, most hits filed as inhibitors. 0.46% of 360,000 active. AID 651768; note: potency is the fitted concentration of half-maximal effect; % is set by controls: 0 for no effect and ±100 for the full control effect; nearly all actives have a fitted effect of over 55% in size
#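 WRN at 20 nM final was preincubated with compound for 15 min at room temperature; reaction started with 100 nM forked duplex oligonucleotide carrying fluorophore and quencher plus 2 mM ATP (final). Unwinding followed kinetically by red fluorescence (ex 525/em 598 nm).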
# GLP1R cytotox = cytotoxicity counter-screen for GLP-1 receptor inverse agonists. 0.13% of 410,000 active. AID 624418. HEK293 cAMP-luciferase reporter cells, luminescence, 24 h. Potency, µM (top dose mostly 38.3 µM), for inactives: at the top dose activity change, negative = inhibition, hits mostly inhibitors;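 note: loss of luciferase light is scored as toxicity; potency is the fitted concentration of half-maximal effect; % is set by controls: 0 for no effect and ±100 for the full control effect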
#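 Compound-treated cells are incubated 24 hr at 37 deg C under 5% CO2 after a 12 hour attachment period, then luciferase detection reagent is added and luminescence is measured following 12 min at room temperature; lowered signal indicates toxicity.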
# IL-2 act = activators of IL-2; 0.065% of 360,000 active; IL-2 activation reporter assay, cell-based qHTS; stimulated with anti-CD3/CD4/CD28 beads; in transgenic mouse T cells; activation, % (series mostly up to about 46 µM); AID 652025; in the data active = activation above about 50%; inconclusive = mostly about 30% to 49%; note: 0% is about no effect
#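 Unstimulated transgenic mouse T cells; 60-min compound exposure; bead-based TCR/CD4/CD28 stimulation; 18 h culture, 37 degrees C; dual fluorescence (EGFP, DsRed) plate cytometry.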
# GLP-1R inv ag = GLP-1 receptor (human) inverse agonism | 1.6% of 410,000 active | P43220 | Potency, µM (highest dose often 38.3 µM), for the others: at the highest dose activity change, negative = inhibition, hits mostly inhibitors | AID 624417 | HEK293 GLP-1R CRE-luciferase, luminescence, 24 h; GLP-1R form is constitutively active; note: potency is the fitted concentration of half-maximal effect; % is set by controls: 0 for no effect and ±100 for the full control effect; nearly all actives have a fitted effect of over 55% in size
#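 Readout was luciferase luminescence, measured 12 min after detection reagent at room temperature. Beforehand, GLP-1R reporter HEK293 cells had sat 12 h, then received compounds for 24 hr at 37 deg C.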
# PLK1 PBD inh = inhibitors of human PLK1 polo-box domain binding; Potency, µM, for inactives: max response, negative = inhibition, most hits filed as inhibitors; 2.8% of 360,000 active; Plk1 PBD binding of FITC phosphopeptide, fluorescence polarization; AID 720504; P53350; note: potency is the fitted concentration of half-maximal effect; series mostly up to about 57 µM; % is set by controls: 0 for no effect and ±100 for the full control effect; nearly all actives have a fitted effect of over 65% in size
# Target sequence (P53350 whole entry, looked up, the tested form may be a part): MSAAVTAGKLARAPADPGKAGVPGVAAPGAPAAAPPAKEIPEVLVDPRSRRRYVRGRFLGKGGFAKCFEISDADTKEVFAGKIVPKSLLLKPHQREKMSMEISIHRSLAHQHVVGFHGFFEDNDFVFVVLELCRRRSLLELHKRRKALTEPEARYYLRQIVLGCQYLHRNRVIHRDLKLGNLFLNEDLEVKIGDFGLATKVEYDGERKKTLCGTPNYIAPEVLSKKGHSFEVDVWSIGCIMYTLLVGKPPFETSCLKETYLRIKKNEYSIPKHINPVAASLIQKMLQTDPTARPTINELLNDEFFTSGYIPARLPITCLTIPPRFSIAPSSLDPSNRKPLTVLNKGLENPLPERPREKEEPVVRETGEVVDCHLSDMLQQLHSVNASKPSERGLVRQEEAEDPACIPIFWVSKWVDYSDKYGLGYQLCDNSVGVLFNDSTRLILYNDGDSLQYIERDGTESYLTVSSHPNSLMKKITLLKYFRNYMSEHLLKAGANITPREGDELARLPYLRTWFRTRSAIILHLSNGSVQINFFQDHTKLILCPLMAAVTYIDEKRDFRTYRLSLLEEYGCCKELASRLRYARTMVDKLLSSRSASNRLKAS
# PI5P4K alpha inh = inhibitors of human PI5P4K alpha; AID 652105; max response, %; PI5P4Kalpha enzyme, ADP-Glo luminescence, 60 min; active compounds read low; P48426; 1.2% of 330,000 active; active = max response of -50% or lower; inconclusive = between -30% and -50%; inactive = -30% or higher; note: value at the top dose of about 77 µM; % is set by controls: 0 for no effect and ±100 for the full control effect
#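 Compounds were pin-transferred onto PI5P4Kalpha and substrate in HEPES pH 7.4 buffer with EGTA, CHAPS and 5% DMSO. ATP (5 microM final) started the reaction, which ran 60 minutes at room temperature before ADP-Glo detection.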
# D3 ag = D3 dopamine receptor (human) agonism | P35462 | D3R DiscoveRx beta-arrestin cells, luminescence, 90 min | max activation, % | 0.58% of 410,000 active; in the data active = max activation above about 30%; note: 0% is about no effect; mostly tested at two doses, the higher about 12 µM
#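 Agonist mode: compounds and dopamine controls were applied to plated cells for 90 min at 37 degrees C after an overnight attachment at 1500 cells/well. Luminescent read-out followed 30 - 60 minutes at room temperature with DiscoveRx detection reagent.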
# * hit, by the source's call; ? = inconclusive; . = not tested or not shown; [ ] = remark or other dose. Unless noted, calls come from the whole dose curve; as a rule, active = well fitted curve in the direction sought with a large enough effect; inconclusive = small, poorly fitted or top-dose-only effect, or another doubt; inactive = no such curve, though single readings can be large; an effect the other way counts as inactive or inconclusive.
SMILES,GLP1R ag,DRD3 antagonist,WRN inhibitor,GLP1R cytotox,IL-2 act,GLP-1R inv ag,PLK1 PBD inh,PI5P4K alpha inh,D3 ag
CSc1nc(O)c(Cc2ccccc2)c(=O)[nH]1,0.8%,13.4,-9.7%,5.5%,-2.6,0.1%,-6.1%,.,0.2
COc1ccc(-c2c(C(=O)O)c(-c3ccccc3)cn2C)cc1,-0.2%,-3.1,6.3%,-6.1%,2.1,-5.5%,-9.0%,0.7,0.4
Cc1occc1C(=O)NNC(=O)c1ccccc1C(=O)O,7.0%,6.8,-5.0%,4.2%,-0.4,3.0%,0.6%,-1.6,3.8
COc1ccc(-c2c(NC(=O)c3ccco3)n(-c3ccc(C)cc3)nc(C)c2=O)cc1,-0.9%,-22.9,4.5%,0.8%,-0.2,2.9%,-10.9%,3.4,4.1
COc1cc(/C=N/NC(=O)c2ccc(F)cc2)ccc1OC(=O)c1ccco1,-7.9%,-12.0,-8.2%,11.3%,-1.4,9.4%,-10.5%,-17.4,0.7
COc1ccc(C(C)(O)c2nc(-c3ccccc3C)cs2)cc1 (centres undefined),8.5%,-21.4,2.3%[57.1 µM],?,-1.0,?,-10.6%,-1.1,-9.2
Cc1cccc2nc(-c3cccnc3)c(NCCC(C)C)n12,12.6%,9.1,-5.6%,7.2%[0.307 µM],-0.9,0.2%[0.307 µM],-4.7%,10.3,-2.4
S=c1[nH]nc(CCc2nc3ccccc3[nH]2)n1-c1ccccc1,6.2%,-2.7,-1.2%,-0.9%,-2.8,12.9%,-4.8%,0.7,-0.5
CCCNC(=O)c1ccc(CNc2c(N3CCC(C(=O)OCC)CC3)c(=O)c2=O)cc1,-7.3%,-1.3,4.1%,-0.2%,-0.6,19.8%,-0.5%,-3.0,1.4
COc1ccc(CC(=O)Nn2c(-c3ccccc3)nc3ccccc3c2=O)cc1,0.4%,-3.7,-30.3%[57.1 µM],-0.1%[1.53 µM],-0.6,-19.3%,-7.3%,2.1,5.8
CCOc1ccc(-c2c(C(=O)N/N=C/c3ccc(Cl)cc3)nnn2-c2nonc2N)cc1,6.6%,12.1,-10.2%,0.1%,1.3,?,5.7%,-3.0,1.3
O=P(O)(CCc1ccncc1)CN1CCCCC1,-7.2%,3.9,-11.4%,7.2%,-1.2,2.0%,0.7%,.,10.7

# Taken from above.
# Value for `COc1ccc(-c2c(C(=O)O)c(-c3ccccc3)cn2C)cc1` in D3 ag: 0.4
# Value for `CCCNC(=O)c1ccc(CNc2c(N3CCC(C(=O)OCC)CC3)c(=O)c2=O)cc1` in WRN inhibitor: 4.1%
# Value for `COc1ccc(CC(=O)Nn2c(-c3ccccc3)nc3ccccc3c2=O)cc1` in PLK1 PBD inh: -7.3%
# Value for `CSc1nc(O)c(Cc2ccccc2)c(=O)[nH]1` in GLP-1R inv ag: 0.1%
# Value for `Cc1occc1C(=O)NNC(=O)c1ccccc1C(=O)O` in GLP1R cytotox: 4.2%

# Following part
SMILES,GLP1R ag,DRD3 antagonist,WRN inhibitor,GLP1R cytotox,IL-2 act,GLP-1R inv ag,PLK1 PBD inh,PI5P4K alpha inh,D3 ag
CS(=O)(=O)c1ccc2nc(NC(NC(=O)c3ccco3)(C(F)(F)F)C(F)(F)F)sc2c1,2.4%,1.4,2.2%,5.9%,0.1,0.0%,-2.2%,.,3.0
Cc1cc(=O)n2[nH]c(-c3ccccc3Cl)cc2n1,12.1%,-23.6,4.8%,8.5%,-1.0,1.3%,-4.4%,-11.1,-0.9
COC(=O)C1C2C=CC3(CN(C(C)C)C(=O)C13)O2 (centres undefined),-2.9%,-10.3,5.4%,-5.0%,-3.1,-2.9%,1.6%,-0.7,1.2
CC1C=CCC2C(=O)N(c3cc(Cl)ccc3O)C(=O)C12 (centres undefined),2.4%,5.2,-7.8%,24.2%,-0.1,10.2%,-9.7%,4.9,1.3
CCCCNc1nc2c(c(=O)n(C)c(=O)n2C)n1CCC,-4.2%,13.4,3.9%,1.2%,-2.9,24.7%,-10.4%,-4.7,3.3
Cc1cccc(Cc2nnc(CCC(=O)N(C)C3CCOC3)o2)c1 (centres undefined),12.9%,-2.2,1.1%,-8.6%,0.0,7.2%,0.5%,2.4,-1.1
C[C@@H](c1ccccc1)N1C[C@H](COCc2ccccc2)Oc2cc(N3CC[C@H](O)C3)ccc2S1(=O)=O,-1.3%,0.0,-10.6%,-12.2%,4.4,10µM*,-3.3%,-5.7,-0.6
COc1cc(CN2CCC(n3nccc3NC(=O)c3ccc4c(c3)OCO4)CC2)ccc1O,-3.6%,14.9,-15.2%,15.0%,0.8,21.4%,-3.7%,1.4,-4.3
Cc1ccc(N(C(=O)c2snc(C(N)=O)c2N)C(C(=O)NCc2ccccc2)c2ccncc2)c(C)c1 (centres undefined),12.3%,25.3,6.0%,-20.7%,0.7,32.7%[activator],-0.8%,-2.0,1.1
COc1ccc(S(=O)(=O)N2CCOCC2)cc1NC(=O)CSc1nnc2n1CCCCC2,1.1%,-29.5,4.9%,-2.6%,0.4,4.2%,-0.1%,-9.2,3.8
Cn1c(NC(=O)CC(C)(C)C)cc(=O)n(C)c1=O,-3.6%,?,-1.3%,6.9%,-1.5,4.7%,5.1%,-6.4,4.4
COc1ccc(S(=O)(=O)N2Cc3ccccc3CC2C(=O)N2CCOCC2)cc1OC (centres undefined),0.7%,-18.8,11.9%,2.0%,-1.2,45.3%[activator],0.0%,-2.6,2.6
COC(=O)c1cccc(C23CC4(C2)[C@H](CN(Cc2cccnc2)[C@@H]4c2ccccc2)C3c2ccccc2)c1 (some centres undefined),-3.6%,?,-4.4%,5.4%,0.1,?,0.0%,4.0,-4.9
CCOC(=O)C(C)Oc1ccc2c(C)cc(=O)oc2c1C(C)=O (centres undefined),21.2%,-12.9,-8.5%,6.7%,2.2,17.4%,-7.2%,.,1.7
Cc1ccc(/C([O-])=C(/C(=S)NCc2ccc3c(c2)OCO3)[n+]2ccc(N(C)C)cc2)c(C)c1,3.3%,-20.5,-9.9%,3.2%,0.6,12.8%,?,1.2,-5.0
CCOC(=O)C1(C)CCCCCN1C(=O)c1ccc(OC)c(C(F)(F)F)c1 (centres undefined),16.3%,35.0,-3.2%,-5.2%,-0.5,?,2.5%,-3.9,3.3
O=C(c1cccc(C(=O)N2CCC(O)(c3ccccc3)CC2)c1)N1CCC(O)(c2ccccc2)CC1,0.9%,5.6,5.1%,1.7%,0.6,14.5%,4.7%,6.0,3.9
CC1CCCC(C)N1C(=O)COC(=O)CNC(=O)c1ccc(Cl)cc1Cl (centres undefined),-0.6%,24.9,9.0%,3.7%,-3.6,10.1%,2.5%,-3.4,14.8
Cc1cc(C)n(CCCN2C(=O)c3cccc4cccc(c34)C2=O)n1,21.3%,-10.6,0.7%,13.0%,-0.7,94.7%[activator],-20.3%,-1.3,-8.2
CCOc1ccccc1N1CCN(Cc2ccc(Br)s2)CC1,-6.6%,-95.1*,1.7%,8.9%,-1.2,-7.8%,-0.2%,.,7.2
Cc1ccc(S(=O)(=O)N2CCCCC2C(=O)N2CCN(c3ccccc3F)CC2)cc1 (centres undefined),-6.5%,30.7,-3.5%,-3.6%,-1.5,2.0%,-0.2%,.,-0.1
CSc1ncccc1C(=O)NCCc1ccccc1,-4.4%,11.6,3.6%[57.1 µM],-1.4%,4.0,41.8%[activator],8.8%,3.8,-11.8
COc1ccc(CNC(=O)/C=C/c2cc([N+](=O)[O-])ccc2OC(F)F)cc1OC,12.0%,-6.0,-6.8%,-7.1%,-3.6,134.5%[activator],-10.8%,.,18.6
O=[N+]([O-])c1ccccc1S(=O)(=O)NCc1ccc(F)cc1,11.7%,-19.8,-2.6%,3.9%[7.66 µM],-0.7,0.9%[7.66 µM],-9.8%,-1.9,-6.9

# One compound at a time, as listed above.
# `O=C(c1cccc(C(=O)N2CCC(O)(c3ccccc3)CC2)c1)N1CCC(O)(c2ccccc2)CC1` in the list: GLP1R ag: 0.9%; DRD3 antagonist: 5.6; WRN inhibitor: 5.1%; GLP1R cytotox: 1.7%; IL-2 act: 0.6; GLP-1R inv ag: 14.5%; PLK1 PBD inh: 4.7%; PI5P4K alpha inh: 6.0; D3 ag: 3.9
# `COC(=O)c1cccc(C23CC4(C2)[C@H](CN(Cc2cccnc2)[C@@H]4c2ccccc2)C3c2ccccc2)c1` (some centres undefined) in the list: GLP1R ag: -3.6%; DRD3 antagonist: ?; WRN inhibitor: -4.4%; GLP1R cytotox: 5.4%; IL-2 act: 0.1; GLP-1R inv ag: ?; PLK1 PBD inh: 0.0%; PI5P4K alpha inh: 4.0; D3 ag: -4.9

# The results go on.
SMILES,GLP1R ag,DRD3 antagonist,WRN inhibitor,GLP1R cytotox,IL-2 act,GLP-1R inv ag,PLK1 PBD inh,PI5P4K alpha inh,D3 ag
CC(C)CCNc1ncnc2c1cnn2Cc1ccccc1Cl,2.4%,14.9,-5.9%,-15.8%,-3.5,?,2.2%,0.1,1.7
Cc1ccc(SCC(=O)NCCN2C(=O)CSC2=O)c(C)c1,-0.8%,-8.7,2.0%,-11.6%,-1.0,-20.8%,-3.9%,2.7,-5.4
COn1c(SCc2cccc(Cl)c2)nc2ccccc2c1=O,13.4%,38.5,-7.7%,9.5%,-0.8,?,-3.9%,.,14.4
CCOC(=O)C1CCN(S(=O)(=O)c2c(C)[nH]c(C)c2C(=O)N2CCCC2)CC1,-2.1%,-13.8,3.4%,4.8%,-2.7,13.5%,-10.5%,0.5,-2.8
COc1ccc2oc(C(=O)NC(C)c3ccccn3)c(C)c2c1 (centres undefined),0.8%,-3.5,-2.2%,2.8%,-1.5,25.5%,-0.9%,-5.4,-2.8
Cc1ccc(NC(=O)C(C)OC(=O)CCC2CCCCC2)cc1 (centres undefined),8.8%,3.9,-10.1%,-5.5%,6.4,?,-4.6%,9.9,-9.8
Fc1cccc(Cl)c1C1Nc2cccc3cccc(c23)N1,-0.8%,-4.2,-6.9%[11.6 µM],2.4%,0.0,46.6%[activator],-18.6%,-19.7,7.2
